# Assay outcomes deposited in PubChem by several laboratories.
# MC4R antag cAMP = human MC4R antagonism in cAMP assay; inhibition, % at 6.5 µM; MC4R-expressing cells, MTII-stimulated cAMP, LANCE TR-FRET; 360,000 tested, 0.48% active; P32245;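 active = inhibition above its plate's cutoff, the mean of tested wells on that plate plus 3 SD, cut at about 29% in these data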;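 also: 0% = Melanotan II alone and 100% = Melanotan II plus saturating MCL0020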
#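 material = U2OS cells stably expressing human melanocortin 4 receptor (MC4R) | also added = Melanotan II challenge | dosing = single nominal compound dose of 6.5 µM | detection = TR-FRET with Eu-cAMP and labeled anti-cAMP, 671 nm | replication = singlicate | timing = compound 30 min, challenge 1 h, detection 1 h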
# Glyco luc inh = N-linked glycosylation inhibition | D54 ERlucT glycosylation luciferase reporter, 24 h; percent of 100 nM tunicamycin response | reporter increase, % at 12.5 µM | 360,000 tested, 0.23% active;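 active = mean luciferase reporter signal, scaled so untreated is 0 and the glycosylation-blocking control 100, at or above a set limit in every replicate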;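 also: luciferase carries N-glycosylation sites so blocking glycosylation raises the light; 0% = median of neutral control wells and 100% = median of 100 nM tunicamycin wells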
# ABHD5-PLIN5 inh = ABHD5-PLIN5 protein interaction inhibition. Q00G26+Q8WTS1. Split G. princeps luciferase complementation, luminescence, 4 h. inhibition, % at 4 µM. 360,000 tested, 0.78% active. AID 602281;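 active = inhibition above the mean inhibition across every tested compound plus 3 SD, cut at about 22% in these data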;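 also: 0% = DMSO only wells and the 100% control is not disclosed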
# Vif imaging = HIV Vif inhibition | HEK293T cells, Vif self-association by quenched fluorescence, imaging, 24 h | inhibition, % at 7.49 µM | 340,000 tested, 0.35% active | AID 602346; in the data active = inhibition above about 50%, passing the limit was not always enough; also: some results filed as inactive read as strong as hits
# ABCB6 inh MLPCN = human ABCB6 transporter inhibition | Q9NP58 | fluorescence ratio to DMSO, % at 10 µM | 360,000 tested, 0.19% active | K562-ABCB6 porphyrin accumulation, flow cytometry, 1 h; hits give low values;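 active = fluorescence ratio to DMSO below 75%, the collection mean minus 3 SD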;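 also: signal is porphyrin accumulated inside mitochondria; 100% equals median channel fluorescence of DMSO control wells; lower ratio means ABCB6 inhibition with less porphyrin fluorescence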
# Target sequence (Q9NP58 whole entry, looked up): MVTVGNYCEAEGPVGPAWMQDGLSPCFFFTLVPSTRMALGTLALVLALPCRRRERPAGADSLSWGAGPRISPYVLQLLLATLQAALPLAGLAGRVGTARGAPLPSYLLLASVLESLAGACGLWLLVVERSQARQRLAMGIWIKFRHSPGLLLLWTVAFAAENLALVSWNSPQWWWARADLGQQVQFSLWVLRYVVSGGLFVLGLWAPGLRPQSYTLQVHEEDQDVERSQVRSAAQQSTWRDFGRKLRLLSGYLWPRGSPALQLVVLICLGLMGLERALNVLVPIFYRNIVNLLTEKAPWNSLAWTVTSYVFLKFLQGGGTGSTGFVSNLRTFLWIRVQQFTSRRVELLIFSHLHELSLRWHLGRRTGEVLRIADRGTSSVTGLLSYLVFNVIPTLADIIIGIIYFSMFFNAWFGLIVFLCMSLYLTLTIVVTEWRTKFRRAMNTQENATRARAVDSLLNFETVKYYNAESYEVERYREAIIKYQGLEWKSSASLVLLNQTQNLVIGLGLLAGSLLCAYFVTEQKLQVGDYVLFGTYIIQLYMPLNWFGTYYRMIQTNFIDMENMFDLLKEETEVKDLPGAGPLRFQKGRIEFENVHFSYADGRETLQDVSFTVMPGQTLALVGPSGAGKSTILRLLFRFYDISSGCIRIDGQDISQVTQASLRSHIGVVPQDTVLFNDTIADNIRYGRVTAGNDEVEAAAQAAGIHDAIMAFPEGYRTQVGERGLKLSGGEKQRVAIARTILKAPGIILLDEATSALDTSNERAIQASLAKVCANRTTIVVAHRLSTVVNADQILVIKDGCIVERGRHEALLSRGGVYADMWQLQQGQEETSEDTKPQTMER
# aDG glyco act = increases alpha dystroglycan glycosylation. AID 624168. Pro5-aDG cells, alpha-DG glycosylation AlphaScreen (IIH6); 0% Pro5, 100% B10-LARGE cell signal. activation, % at 10 µM. 360,000 tested, 0.22% active;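 active = activation of at least 8% versus controls, or a plate z-score of at least 8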;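 also: Pro5 are CHO cells carrying HIG-tagged alpha-DG that lacks glycosylation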
# NOD2 RIPK2 PPI = blocks binding of human NOD2 to RIPK2; CHO BLA complementation NOD2-RIPK2, CCF4 ratio; inhibition, % at 4.98 µM; 360,000 tested, 0.38% active; AID 624267; in the data active = inhibition above about 21%;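 also: 0% = vehicle only and 100% = reference blocker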
# MC4R barr agon = activates human MC4R beta-arrestin recruitment; P32245; U2OS MC4R beta-arrestin complementation, luminescence; percent of melanotan II response, DMSO zero; 360,000 tested, 0.98% active; activation, % at 8.9 µM; AID 540308;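 active = activation above a per-plate cutoff, the mean activation of sample wells on that plate plus 3 SD, cut at about 8% in these data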
# TLR9-MyD88 inh = blocks human TLR9 binding to MyD88; inhibition, % at 4.98 µM; 340,000 tested, 0.21% active; CHO BLA complementation TLR9-MyD88, CCF4 FRET ratio; Q9NR96+Q99836;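 active = inhibition above the mean over all tested compounds plus 3 SD, cut at about 21% in these data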;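 also: 0% = DMSO only wells and 100% = clavulanate BLA inhibitor control wells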
# Exocytosis inh = blocks lytic granule exocytosis; TALL-104 LAMP-1 surface exposure, flow cytometry; cells stimulated with thapsigargin and PMA; inhibition, % at 10 µM; 360,000 tested, 0.66% active; AID 651702;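 active = inhibition above about 55%, limit read from the data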
# Active calls of the source: *; . = no result given; & = joins results of further samples. The list is partial, so the mix of outcomes need not match the whole.
nr	smiles	ABHD5-PLIN5 inh	Exocytosis inh	MC4R barr agon	MC4R antag cAMP	aDG glyco act
1	CCN1CCN(c2oc(-c3ccccc3)nc2S(=O)(=O)c2ccc(C)cc2)CC1	7	7	-0.3	-2	0.3
2	CN(C)c1nn(C(=O)Nc2ccc(Cl)cc2Cl)cc1-c1ccccc1	-5	-1	-2.5	-4	-0.3
3	Cc1ccc(C(=O)n2ncn(C)c2=S)cc1	1	0	-2.0	3	0.1
4	O=C(CSc1nnc(CNC(=O)c2c(F)cccc2F)o1)Nc1ccc2c(c1)OCO2	17	-1	-3.1	6	-0.3
5	Oc1cc(Nc2cccnc2)cc2cccnc12	0	13	-2.5	-5	0.7
6	CCn1c(-c2ccccc2Cl)nn(CC(=O)Nc2cc(Cl)ccc2Cl)c1=S	0	0	3.2	3	0.5
7	NC1=NC(=O)/C(=C/c2ccc(OCC(=O)O)cc2)S1	2	-4	-0.2	2	0.2
8	Fc1ccc(SCCc2ccncc2)cc1	-2&-2	-3&-1	-0.1&2.0	0&-4	-0.2&0.0
9	O=C(O)CCSCCCN1C(=O)c2cccc3cccc(c23)C1=O	3	2	-0.6	0	-0.3
10	COC(=O)C1=C(C)N(Cc2ccco2)C(=O)N[C@@H]1c1ccco1	-1	1	0.6	1	0.2
11	CC(=O)NS(=O)(=O)c1ccc(NC(=O)c2cc(-c3ccc(C)c(C)c3)nc3ccccc23)cc1	6	-1	0.6	23	0.3
12	COc1ccc(C(=O)O/N=C/c2c(C(F)(F)F)nn(C)c2SCc2ccccc2Cl)cc1	5	-3	-2.9	3	-0.4
13	CC(=O)c1cccc(NC(=O)CSc2ccc(-c3ccco3)nn2)c1	10	-1	0.2	16	-0.1
14	CCc1ccc(Nc2ncc3c(n2)CC(C)(C)CC3=O)cc1	-1	-1	-1.1	-4	0.1
15	CCOc1ccc(-n2c(SCc3ccc([N+](=O)[O-])cc3)nnc2-c2ccccc2)cc1	-5	-4	1.3	13	0.4

nr	Glyco luc inh	ABCB6 inh MLPCN	NOD2 RIPK2 PPI	TLR9-MyD88 inh	Vif imaging
1	-6	98	8	7	3
2	2	91	-10	-7	-3
3	1	101	-8	6	3
4	1	97	-3	-1	-4
5	1	95	-6	5	3
6	-5	.	4	4	-13
7	-2	94	3	-12	-11
8	-1&-2	99&90	-1&-3	3&6	1&-23
9	0	101	-7	-5	4
10	-2	98	-19	-1	-1
11	-1	98	-4	-1	6
12	53*	94	-6	2	24
13	-1	95	-11	-2	-1
14	-4	89	-3	0	1
15	-4	96	-3	4	-2

# Following part:
nr	smiles	ABHD5-PLIN5 inh	Exocytosis inh	MC4R barr agon	MC4R antag cAMP	aDG glyco act
16	Cc1nn(-c2ccc(F)cc2)c(Cl)c1/C=N/NC(=O)c1cccc(S(=O)(=O)N2CCCC2)c1	-2	-2	-0.8	14	-0.1
17	CCCCCCCCCCOC(=O)Cn1c(COc2ccc(Cl)cc2)[n+](C)c2ccccc21	10	35	17*	22	0.0
18	COc1ccc(Cl)cc1-n1c(=S)sc2c(=O)n(-c3ccc(F)cc3)c(SCC(=O)O)nc21	-5	2	0.0	4	0.0
19	O=C(O)c1ccc(N/N=C2/CCCc3ccccc32)cc1	-2	0	0.0	4	-0.1
20	CCN(Cc1nc2ccccc2c(=O)[nH]1)C(=O)c1cc2c(s1)CCCCC2	0	-1	-1.0	0	0.4
21	CC1NC(=O)c2cccnc2-n2c1nc1cc(F)ccc1c2=O (stereo unspecified)	3	-1	-2.0	7	0.1
22	O=C(COC(=O)c1ccc(F)cc1F)Nc1ccc(S(=O)(=O)N2CCOCC2)cc1	-10	-11	3.7	12	-0.2
23	Cc1cccc(OCc2nnc(SCC(=O)N3CC(=O)Nc4ccccc43)o2)c1	-1	0	-2.8	7	-0.3
24	O=C(COC(=O)/C=C/c1ccccc1)NNC(=O)c1ccccc1F	-7	2	-1.0	10	0.0
25	COC(=O)c1cc(NC(=O)c2nccnc2C(=O)O)cc(C(=O)OC)c1	8	-5	0.8	-1	-0.1
26	COc1ccc(CCNC(=O)COC(=O)/C=C/c2ccc3c(c2)OCO3)cc1OC	3	6	-0.1	-2	0.0
27	O=C(O)c1cc(N2C(=O)C3CC=CCC3C2=O)ccc1NCc1cccnc1 (stereo unspecified)	1	-1	-2.6	2	0.1
28	O=C1c2ccccc2NC(c2cccs2)N1NS(=O)(=O)c1ccccc1 (stereo unspecified)	-5	0	-1.6	-2	-0.3
29	CC1=C(C#N)C(c2cccnc2)C2=C(N1)c1ccccc1C2=O (stereo unspecified)	-1	-1	-1.7	1	-0.2
30	COc1ccc(-n2nc(C(=O)NCC(=O)NCCc3ccc(OC)c(OC)c3)c3ccccc3c2=O)cc1	9	4	0.7	7	-0.2

nr	Glyco luc inh	ABCB6 inh MLPCN	NOD2 RIPK2 PPI	TLR9-MyD88 inh	Vif imaging
16	-2	97	-3	8	-3
17	1	93	18	7	-4
18	-6	102	2	1	0
19	0	90	-1	-5	0
20	-1	95	2	-10	16
21	0	99	-1	7	-2
22	0	96	8	-10	17
23	0	104	1	-5	0
24	1	104	-6	-2	1
25	3	101	-5	-3	.
26	0	98	-10	-4	1
27	0	99	12	-6	12
28	3	98	6	1	6
29	1	84	-9	-12	-9
30	2	97	0	0	3

# Carrying on:
nr	smiles	ABHD5-PLIN5 inh	Exocytosis inh	MC4R barr agon	MC4R antag cAMP	aDG glyco act
31	CCOc1ccc(NCc2cccn2-c2nnc(N3CCC(C(=O)NCCCN4C(C)CCCC4C)CC3)s2)cc1 (stereo unspecified)	7	-1	-2.3	-1	1.5
32	O=C(NCC(=O)N(Cc1cccs1)C(C(=O)NC1CCCCC1)c1ccco1)c1ccco1 (stereo unspecified)	-1	-2	-2.4	1	0.2
33	O=C(N/C(=C/c1ccc(Br)cc1)C(=O)N1CCOCC1)c1ccc(Br)o1	-2	0	-3.2	2	-0.1
34	CC(C)(C)OC(=O)NCCCCCNC(=O)c1ncn(Cc2ccccc2)c1C(=O)NCCCCCNC(=O)OC(C)(C)C	9	10	-1.4	11	0.0
35	CCCN1C(=O)c2ccc(C(=O)Nc3nccs3)cc2C1=O	5	1	-0.7	1	-0.1
36	Cc1cc(C(=O)C(=O)N(C)C)c(C)n1-c1ccc([N+](=O)[O-])cc1	-7	-2	-2.0	6	0.0
37	Cc1ccc(C)c(C(O)c2ncc(-c3ccc4ccccc4c3)[nH]2)c1 (stereo unspecified)	-11	-2	2.1	4	0.2
38	CN(Cc1cccc(Cl)c1Cl)C(=O)c1cc(S(=O)(=O)N2CCOCC2)ccc1F	4	5	-0.3	16	1.8
39	CC1=NN(c2ccc(C)c(C)c2)C(=O)C1C(c1cccc(O)c1)C1C(=O)N(c2ccc(C)c(C)c2)N=C1C (stereo unspecified)	6	9	0.6	2	0.0
40	O=C(/C=C/c1cccc(F)c1)NC1CCN(Cc2ccccc2)CC1	0	19	1.1	11	0.1
41	CC1CN(c2ccc(NC(=S)Nc3ccc(N4CC(C)OC(C)C4)cc3)cc2)CC(C)O1 (stereo unspecified)	-21	6	-0.4	4	0.0
42	O=C(O)CCC(=O)N(Cc1cccs1)Cc1cccs1	2	0	-0.1	10	-0.2
43	Cc1nnc(NC(=O)c2ccc(S(=O)(=O)N(C)Cc3ccccc3)cc2)o1	-8	1	-0.4	-2	0.8
44	CCCCn1c(N)c(N(CCOC)C(=O)c2cc(S(=O)(=O)N3CCOCC3)ccc2F)c(=O)[nH]c1=O	12	11	2.0	14	0.1
45	COc1cccc(/C=C2\Oc3ccc(O)cc3C2=O)c1O	2	-5	0.5	5	-0.1

nr	Glyco luc inh	ABCB6 inh MLPCN	NOD2 RIPK2 PPI	TLR9-MyD88 inh	Vif imaging
31	1	88	-6	4	1
32	-3	111	-3	-5	.
33	-2	95	-6	5	-4
34	3	104	-2	9	-12
35	1	94	-17	-4	11
36	3	97	1	0	0
37	1	100	-9	.	-6
38	-2	97	-1	1	-7
39	0	96	-1	-4	6
40	-2	101	-5	2	-11
41	-2	95	8	-1	-5
42	3	100	0	6	1
43	2	87	-4	-4	.
44	1	97	-1	2	-7
45	-15	93	4	20	7

# Gathered by group, the compounds so far with an aryl methoxy group (five)
nr	smiles	ABHD5-PLIN5 inh	Exocytosis inh	MC4R barr agon	MC4R antag cAMP	aDG glyco act
12	COc1ccc(C(=O)O/N=C/c2c(C(F)(F)F)nn(C)c2SCc2ccccc2Cl)cc1	5	-3	-2.9	3	-0.4
18	COc1ccc(Cl)cc1-n1c(=S)sc2c(=O)n(-c3ccc(F)cc3)c(SCC(=O)O)nc21	-5	2	0.0	4	0.0
26	COc1ccc(CCNC(=O)COC(=O)/C=C/c2ccc3c(c2)OCO3)cc1OC	3	6	-0.1	-2	0.0
30	COc1ccc(-n2nc(C(=O)NCC(=O)NCCc3ccc(OC)c(OC)c3)c3ccccc3c2=O)cc1	9	4	0.7	7	-0.2
45	COc1cccc(/C=C2\Oc3ccc(O)cc3C2=O)c1O	2	-5	0.5	5	-0.1

nr	Glyco luc inh	ABCB6 inh MLPCN	NOD2 RIPK2 PPI	TLR9-MyD88 inh	Vif imaging
12	53*	94	-6	2	24
18	-6	102	2	1	0
26	0	98	-10	-4	1
30	2	97	0	0	3
45	-15	93	4	20	7

# Other records
nr	smiles	ABHD5-PLIN5 inh	Exocytosis inh	MC4R barr agon	MC4R antag cAMP	aDG glyco act
46	Cn1nnnc1N=N/C(=N/Nc1ccccc1)c1ccccc1	1	9	-3.7	-9	-0.7
47	COc1ccc2c(c1)CCc1c-2n[nH]c1C(=O)NCCC(C)C	0	11	0.3	10	0.2
48	CC1CCC2(CC1)C(Nc1cccc(Cl)c1)=NC(=S)N2CC#N (stereo unspecified)	-3	4	1.0	11	0.6
49	CN1CCN(Cc2nc3cc(NC(=O)COc4ccc([N+](=O)[O-])cc4)ccc3n2C)CC1	2	-2	-2.5	4	0.4
50	CCC(=O)N1CCc2cc(S(=O)(=O)CCC(=O)NCc3ccc4c(c3)OCO4)ccc21	-1	-2	0.3	-1	0.2
51	CN(Cc1ccccc1)C(=O)c1cccc(NC(=O)Cc2ccc(NC(=O)C3CCN(S(=O)(=O)c4cccc([N+](=O)[O-])c4)CC3)cc2)c1	-3	0	-3.8	4	-0.2
52	COc1ccc(Cn2c(=O)[nH]c3cc(OC)c(OC)cc3c2=O)cc1	5	-1	-1.4	13	0.2
53	COc1ccc(CNC(=O)CSC(=S)N2CCCC2)cc1	-4	-2	0.7	7	0.3

nr	Glyco luc inh	ABCB6 inh MLPCN	NOD2 RIPK2 PPI	TLR9-MyD88 inh	Vif imaging
46	0	94	-9	0	1
47	-13	89	-3	2	-9
48	.	100	0	-11	.
49	5	101	8	5	14
50	-3	96	-9	-8	.
51	-1	103	5	0	-2
52	5	98	-1	2	1
53	2	94	-15	-1	-4
